Source: PubChem BioAssay
CYP2C9 act = increases human cytochrome P450 2C9 activity. recombinant CYP2C9, luciferin-H conversion, luminescence; stronger effect = higher value; factor 1 = untreated enzyme, 0 = blocked. activation factor at 5 µM. 1.4% of 96,000 active. AID 1024;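 active = activation factor of 2 or more for CYP2C9 at a 5 µM dose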;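 note: 0 = sulfaphenazole-blocked wells and 1 = vehicle-only wells; values of inactives mirror those of a sister screen read the other way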
HIV Rev-RRE inh = inhibitors of HIV-1 Rev-RRE RNA interaction; inhibition, % at 8 µM; 0.79% of 97,000 active; Rev peptide-RRE RNA binding, FRET;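 active = inhibition above the screen-wide mean plus 3 SD, cut at about 35% in these data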;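 note: 0% = median DMSO wells and 100% = median Neomycin B control wells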
Target sequence (P05866 whole entry, looked up): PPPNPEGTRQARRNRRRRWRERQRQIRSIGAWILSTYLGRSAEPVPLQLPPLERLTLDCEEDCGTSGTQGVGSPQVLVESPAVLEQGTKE
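System: Cy5-labelled duplex RRE RNA binding fluorescein-labelled HIV Rev peptide; Signal: fluorescein-to-Cy5 FRET, 480 nm excitation; Also added: labelled Rev peptide; Compound: one concentration, 8 µM nominal; Buffer or medium: HEPES pH 7.5 salt buffer with EDTA; Read-out: % inhibition of FRET ratio versus controls; Schedule: 5 min preincubation and 15 min binding, 25 °C.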
PLK1 PBD inh = Plk1 (human) PBD binding inhibition | inhibition, %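 (tested at about 20 µM)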 | Plk1 PBD phosphopeptide binding, fluorescence polarization | AID 693 | P53350 | 0.13% of 97,000 active; in the data active = inhibition above about 34%, passing the limit was not always enough
EphB4 antag = EphB4-ephrin-B2 interaction antagonism; AID 720; 0.15% of 97,000 active; EphB4 LBD / TNYL-RAW-Alexa532 peptide, fluorescence polarization; inhibition, % at 7 µM;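 active = inhibition above the screen-wide mean inhibition plus 3 SD, cut at about 15% in these data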;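 note: 0% = DMSO wells and 100% = excess unlabeled TNYL-RAW peptide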
Candida biofilm = kills Candida albicans biofilms; C. albicans biofilm + clotrimazole, Alamar Blue; inhibition, % at 6 µM; 0.14% of 85,000 active; AID 834;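 active = inhibition above 20%; inactive = inhibition below 20%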;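 note: preformed 24 hr biofilms exposed to compound for 48 hr; 0% = biofilm without compound and 100% = blank killed by clotrimazole plus chlorhexidine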
CYP2C9 inhib = human CYP2C9 inhibition; P11712; CYP2C9 Supersomes, luciferin-H conversion, luminescence; inhibition, % at 5 µM; 20% of 96,000 active; AID 777;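 active = blocking of liver enzyme CYP2C9 beyond about 50% at 5 µM, limit read from the data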; note: values of inactives mirror those of a sister screen read the other way
PLK1 kinase inh = blocks human PLK1 kinase activity; recombinant PLK1 kinase, TR-FRET peptide phosphorylation; inhibition, % at 10 µM; 0.53% of 97,000 active;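 active = inhibition of 50% or more in the single-concentration screen; inactive = inhibition below 50%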;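 note: 0% = DMSO max control and 100% = H-89 dihydrochloride min control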
LYP act = increases human PTPN22 phosphatase activity; recombinant LYP, DiFMUP fluorescence; 0 = plate median, 100 = signal doubled; AID 697; 0.11% of 96,000 active; Q9Y2R2; activation, % at 2 µM;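 active = activation at 2 µM above a set limit, the mean plus 5 SD, cut at about 37% in these data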
Target sequence (Q9Y2R2 whole entry, looked up): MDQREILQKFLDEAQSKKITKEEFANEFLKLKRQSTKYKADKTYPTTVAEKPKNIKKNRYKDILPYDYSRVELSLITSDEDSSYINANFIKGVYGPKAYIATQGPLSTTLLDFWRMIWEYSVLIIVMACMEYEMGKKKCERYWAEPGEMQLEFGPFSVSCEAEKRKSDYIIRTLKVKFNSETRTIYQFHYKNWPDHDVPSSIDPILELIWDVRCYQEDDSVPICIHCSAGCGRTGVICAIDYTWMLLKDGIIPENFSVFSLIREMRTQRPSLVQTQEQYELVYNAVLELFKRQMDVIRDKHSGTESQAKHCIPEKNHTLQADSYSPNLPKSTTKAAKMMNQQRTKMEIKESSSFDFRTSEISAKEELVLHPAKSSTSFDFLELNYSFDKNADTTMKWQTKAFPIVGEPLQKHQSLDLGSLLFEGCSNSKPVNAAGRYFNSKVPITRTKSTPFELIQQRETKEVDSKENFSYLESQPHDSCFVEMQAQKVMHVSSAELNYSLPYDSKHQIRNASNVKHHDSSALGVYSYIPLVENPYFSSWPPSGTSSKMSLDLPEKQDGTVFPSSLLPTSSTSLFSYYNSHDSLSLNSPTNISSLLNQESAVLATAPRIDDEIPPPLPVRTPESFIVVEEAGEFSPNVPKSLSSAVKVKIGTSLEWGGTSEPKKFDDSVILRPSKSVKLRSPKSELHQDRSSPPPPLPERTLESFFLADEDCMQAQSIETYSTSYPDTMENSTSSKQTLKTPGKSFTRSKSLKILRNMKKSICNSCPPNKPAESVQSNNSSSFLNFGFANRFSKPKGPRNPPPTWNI
LYP inh 2 = LYP (human) phosphatase inhibition; recombinant LYP catalytic domain, DiFMUP fluorescence; Q9Y2R2; AID 640; inhibition, % at 2 µM; 0.21% of 96,000 active;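 active = inhibition at 2 µM at or above a set limit, the screen mean plus 3 SD, cut at about 24% in these data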;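 note: 0% = DMSO with enzyme and 100% = enzyme fully blocked by orthovanadate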
An asterisk follows results filed as active; nt = no result given.

Start of the listing, in advance:
#	canonical_smiles	CYP2C9 act	HIV Rev-RRE inh	PLK1 PBD inh	EphB4 antag	Candida biofilm	CYP2C9 inhib	PLK1 kinase inh	LYP act	LYP inh 2
1	CC(C)CC(NC(=O)c1ccc(Cl)cc1Cl)C(=O)O (stereo not drawn)	0.7	3	-10	-4	6	33	-7	-19	21
2	O=C(O)CCCC(=O)N1CCN(c2cccc(Cl)c2)CC1	1.2	3	-4	-1	5	-21	-13	10	-12

Main list, from the start:
#	canonical_smiles	CYP2C9 act	HIV Rev-RRE inh	PLK1 PBD inh	EphB4 antag	Candida biofilm	CYP2C9 inhib	PLK1 kinase inh	LYP act	LYP inh 2
1	CC(C)CC(NC(=O)c1ccc(Cl)cc1Cl)C(=O)O (stereo not drawn)	0.7	3	-10	-4	6	33	-7	-19	21
2	O=C(O)CCCC(=O)N1CCN(c2cccc(Cl)c2)CC1	1.2	3	-4	-1	5	-21	-13	10	-12
3	COC(=O)CN(c1cccc(C(C)=O)c1)S(C)(=O)=O	0.6	11	-3	-1	9	41	-13	-3	1
4	COc1ccc(OC)c(NC(=O)c2cc3n(n2)C(C(F)(F)F)CC(c2ccc4c(c2)OCO4)N3)c1 (stereo not drawn)	nt	-1	8	-1	2	nt	-4	-5	3
5	COC(=O)c1sc(NC(=O)c2cc(-c3ccccc3)nc3ccccc23)c(C#N)c1C	0.4	-3	1	-1	nt	64*	-3	1	4
6	CCCCOC(=O)C1=C(C)NC2=C(C(=O)CCC2)C1c1cc(OC)ccc1OC (stereo not drawn)	0.2	-1	-19	1	5	85*	-10	4	-4
7	CCc1nnc(NC(=O)CSc2nnc(CNc3cccc(C)c3)n2-c2ccccc2)s1	0.2	1	-3	6	1	77*	-15	-3	1
8	O=c1oc2ccccc2cc1-c1cn2cccnc2n1	0.8	7	27	4	9	25	-10	8	-9
9	O=C(Nc1ccccc1Sc1ccccc1)c1ccccc1	0.2	8	-23	0	nt	77*	-14	1	-2
10	Cc1ccc(C(=O)NNc2cc(N3CCCC3)nc(N3CCCC3)n2)cc1	0.8	3	-10	9	nt	22	-2	7	-1
11	Cc1ccc(-c2nn(C)c(=O)c3ccccc23)cc1CNC(=O)Cn1nc(-c2ccccc2)c2ccccc2c1=O	0.9	0	-4	8	11	14	-13	-13	13
12	COc1ccccc1NC(=O)N(Cc1ccco1)Cc1cc2cc(C)cc(C)c2[nH]c1=O	0.4	0	-17	7	10	62*	-2	-2	2

Whole records, quoted from the list:
CCc1nnc(NC(=O)CSc2nnc(CNc3cccc(C)c3)n2-c2ccccc2)s1 is entered as CYP2C9 act: 0.2; HIV Rev-RRE inh: 1; PLK1 PBD inh: -3; EphB4 antag: 6; Candida biofilm: 1; CYP2C9 inhib: 77*; PLK1 kinase inh: -15; LYP act: -3; LYP inh 2: 1
CCCCOC(=O)C1=C(C)NC2=C(C(=O)CCC2)C1c1cc(OC)ccc1OC (stereo not drawn) is entered as CYP2C9 act: 0.2; HIV Rev-RRE inh: -1; PLK1 PBD inh: -19; EphB4 antag: 1; Candida biofilm: 5; CYP2C9 inhib: 85*; PLK1 kinase inh: -10; LYP act: 4; LYP inh 2: -4

New compounds follow.
#	canonical_smiles	CYP2C9 act	HIV Rev-RRE inh	PLK1 PBD inh	EphB4 antag	Candida biofilm	CYP2C9 inhib	PLK1 kinase inh	LYP act	LYP inh 2
13	CC(C)(C)Nc1nc(NN)nc(NC(C)(C)C)n1	0.8	6	6	-3	nt	17	-7	-12	14
14	Cc1nc2cc(-c3ccccc3)nn2c(C)c1CCC(=O)N1CCN(c2ccccn2)CC1	0.6	3	3	0	nt	44	-8	-9	5
15	Cc1ccccc1Cn1ccc(NC(=O)c2cc3nc(-c4ccco4)cc(C(F)(F)F)n3n2)n1	0.4	-4	14	-4	nt	58*	7	2	-4
16	Cc1cccc2cc(CN(Cc3ccc(F)cc3)Cc3nnnn3C3CCCC3)c(=O)[nH]c12	0.9	-5	6	2	nt	14	6	-6	5
17	CCOC(=O)c1cnn(-c2cc(C(C)(C)C)nc3c(-c4ccccc4)c(C)nn23)c1N	1.2	6	-14	-6	6	-24	-9	2	-2
18	CC1CCN(c2ccc(NC(=O)c3cccnc3)cc2)CC1	0.3	2	8	4	4	72*	2	-13	8
19	COc1ccc(CNc2oc(-c3cccc4ccccc34)nc2C#N)cc1	nt	14	9	6	3	nt	27	0	4
20	COc1ccccc1OC(=O)c1cc(Cl)nc2ccccc12	0.3	3	15	-2	nt	75*	-24	6	-8
21	CCOC(=O)C(C)Oc1cccc2c(=O)n(CC(=O)N3CCc4ccccc43)ccc12 (stereo not drawn)	0.9	6	19	0	3	9	0	-7	6
22	CC(NCc1ccc2c(c1)OCO2)C(=O)NC1CCCc2ccccc21 (stereo not drawn)	0.9	7	-12	3	6	7	-6	3	-5
23	O=C(Nc1ccc(C(F)(F)F)cc1)c1cccnc1N1CCOCC1	0.9	4	-13	4	3	6	-12	3	-1
24	CSc1nnc2c(n1)OC(c1cccn1C)N(C(C)=O)c1ccccc1-2 (stereo not drawn)	1	7	-23	5	9	5	4	1	-2

The list goes on.
#	canonical_smiles	CYP2C9 act	HIV Rev-RRE inh	PLK1 PBD inh	EphB4 antag	Candida biofilm	CYP2C9 inhib	PLK1 kinase inh	LYP act	LYP inh 2
25	COC(=O)c1c(C(=O)NCc2ccccc2)ncn1CC(O)COc1ccccc1 (stereo not drawn)	0.9	7	18	3	3	12	-13	-4	2
26	CC1Cc2ccccc2N1C(=O)CSc1nnc(Cn2nnc3ccccc32)n1C (stereo not drawn)	1	-2	4	-1	-6	-4	-2	2	-3
27	CCC(C)NC(=O)C1c2ccccc2C(=O)N(c2ccc(OC)cc2)C1c1ccc(OC)cc1 (stereo not drawn)	0.8	8	8	-9	8	15	-1	-7	8
28	Cc1ccc(OCCCCn2cnc3ccccc32)c(C)c1	0.6	20	11	-4	6	38	-8	-9	10
29	Cc1ccccc1-c1cc2c(nn1)-c1ccccc1C2=O	1	2	-6	10	1	5	-18	-4	1
30	Nc1c(-c2ccccc2Cl)cnn1-c1cccc([N+](=O)[O-])c1	1.6	5	-9	-12	nt	-55	-5	9	-6
31	Cc1ccc(NC(=O)CCn2cnc3cc(C)c(C)cc32)cc1	nt	3	-14	-2	4	nt	-6	11	-17
32	CCc1ccccc1-n1cnc2cc(C(=O)O)ccc21	0.9	7	-32	5	8	11	-20	4	-4
33	CC(=O)Nc1ccc(S(=O)(=O)N2CCN(S(=O)(=O)N3CCCCCC3)CC2)cc1	1	-3	-20	1	7	1	-10	-3	2
34	Cc1ccc(S(=O)(=O)N2c3ccccc3OCC2c2ccccc2)cc1 (stereo not drawn)	nt	6	3	-7	nt	nt	-7	3	-2
35	CCC(C)(NC(=O)c1ccc(=O)[nH]c1)C(=O)NC1CCCC1 (stereo not drawn)	1.1	1	22	-4	9	-8	-25	1	-2
36	C/C(=N\NS(=O)(=O)c1ccc(C)cc1)c1ccc(C)s1	1	3	-20	-4	0	2	-7	3	-3

Individual results from the entries so far.
CYP2C9 act, Nc1c(-c2ccccc2Cl)cnn1-c1cccc([N+](=O)[O-])c1 stands at 1.6
CYP2C9 inhib, CC1Cc2ccccc2N1C(=O)CSc1nnc(Cn2nnc3ccccc32)n1C (stereo not drawn) stands at -4
LYP inh 2, C/C(=N\NS(=O)(=O)c1ccc(C)cc1)c1ccc(C)s1 stands at -3

(cont.)
#	canonical_smiles	CYP2C9 act	HIV Rev-RRE inh	PLK1 PBD inh	EphB4 antag	Candida biofilm	CYP2C9 inhib	PLK1 kinase inh	LYP act	LYP inh 2
37	CCCCSc1nc(CCC)cc(=O)[nH]1	0.6	-4	-2	0	6	39	-10	17	-14
38	CCOC(=O)CNC(=O)C(Cc1ccccc1)NS(=O)(=O)c1cccs1 (stereo not drawn)	0.6	11	9	-2	6	38	-5	3	-5
39	CCC(C)(C)NC(=O)C(c1cccn1C)N(C(=O)Cn1nnc2ccccc21)c1ccc(OC)cc1 (stereo not drawn)	1	-1	9	9	9	0	-2	-2	0
40	COc1ccccc1CNS(=O)(=O)c1ccc(C)cc1	2.6*	4	3	9	3	-159	2	-14	15
41	COc1cc(C2C3C(=O)N(Cc4ccccc4)C(=O)C3ON2c2ccccc2)cc(OC)c1O (stereo not drawn)	0.4	7	-9	-1	5	56*	-1	-7	6
42	O=C(NCCCN1CCOCC1)c1cc2cc(Cl)cc(Cl)c2oc1=O	nt	10	7	2	-3	nt	-6	-2	1
43	O=C(NCc1ccc2c(c1)OCO2)c1cc2ncc(Br)cn2n1	0.8	4	19	2	7	21	-7	-6	3
44	COC(=O)NC(NC(=S)Nc1ccc([N+](=O)[O-])cc1)C(Cl)(Cl)Cl (stereo not drawn)	nt	3	3	7	2	nt	-11	-8	7
45	COC(=O)Cn1c2ccccc2c2nc(C)sc21	0.9	5	-16	-2	-1	11	-6	4	-5
46	CCN1CCCC1CNC(=O)c1cn(CC)c2ccc(S(=O)(=O)N3CCCCCC3)cc2c1=O (stereo not drawn)	0.6	6	-4	2	1	40	-9	6	-5
47	COC(=O)Nc1sc(C(=O)N(C)C)c(C)c1C(=O)OC	1	10	-8	6	6	-3	-6	11	-8
48	COC(=O)c1cc(NS(=O)(=O)c2ccc(OC)c(OC)c2)ccc1Cl	0.2	4	14	3	6	80*	-9	-9	8

Later entries.
#	canonical_smiles	CYP2C9 act	HIV Rev-RRE inh	PLK1 PBD inh	EphB4 antag	Candida biofilm	CYP2C9 inhib	PLK1 kinase inh	LYP act	LYP inh 2
49	CN(C=O)CP(=O)(O)CCN1CCCC1=O	nt	6	-20	3	8	nt	-3	-10	13
50	O=C(O)CN1C(=O)CNC1=O	1.3	6	1	2	8	-29	-6	10	-6
51	COc1ccc(Oc2cc(C)c3cccc(C)c3n2)cc1	0.9	22	3	-2	5	8	3	1	-2
52	Cc1ccc(-c2nc(NC(=O)CSc3nnc(C)s3)ns2)cc1	0.6	-1	3	4	5	44	9	8	-11
53	O=C(NCc1cccnc1)c1ccccc1Br	0.8	4	-1	-9	4	22	-9	0	2
54	O=C(NS(=O)(=O)c1ccccc1)c1ccccc1F	0.9	3	-19	-5	3	14	-10	5	-5
55	CCCCn1c(SCC(=O)Nc2ccc3c(c2)OCO3)nc2c1c(=O)n(C)c(=O)n2C	0.9	3	9	-1	-2	15	14	6	-6
56	Cn1ccnc1SCC(=O)Nc1cccc(O)c1	0.9	6	-14	4	2	9	-9	4	-3
57	COCC(=O)N1CCC(n2nnc3cc(F)ccc32)CC1	1	4	10	4	1	1	0	3	0
58	COC(=O)c1ccc(NC(=O)CSc2nnc(COc3ccccc3)n2C)cc1	0.8	1	-7	6	5	17	-9	-2	1
59	Cc1cccc(C)c1N(CC(=O)NN=C1CCCCCC1)S(C)(=O)=O	0.8	1	-12	4	nt	17	-9	8	-8
60	CC1CC(C)CN(CC(=O)Nc2ccc3c(c2)OCCO3)C1 (stereo not drawn)	1	0	-5	-7	7	4	-14	10	-10
61	COc1cccc(NC(=O)CCC(=O)NCc2ccco2)c1	0.6	5	-12	3	nt	37	0	-12	8
62	O=C(CN1CCc2[nH]c3ccccc3c2C1)N1CCCCC1	1.1	6	-1	-3	0	-5	-5	-7	4
63	[N-]=[N+]=CC(=O)CC(c1ccccc1)N1C(=O)c2ccccc2C1=O (stereo not drawn)	1.2	11	10	2	7	-23	-12	-6	3

A second format for some results above:
28) Cc1ccc(OCCCCn2cnc3ccccc32)c(C)c1
18) CC1CCN(c2ccc(NC(=O)c3cccnc3)cc2)CC1

| Compound | 28 | 18 |
| --- | --- | --- |
| CYP2C9 act | 0.6 | 0.3 |
| HIV Rev-RRE inh | 20 | 2 |
| PLK1 PBD inh | 11 | 8 |
| EphB4 antag | -4 | 4 |
| Candida biofilm | 6 | 4 |
| CYP2C9 inhib | 38 | 72* |
| PLK1 kinase inh | -8 | 2 |
| LYP act | -9 | -13 |
| LYP inh 2 | 10 | 8 |
